Compound activity as filed in PubChem.
SSB-PriA inh: inhibitors of Klebsiella pneumoniae PriA binding to SSB C-terminal tail; inhibition, % at 33 µM; AlphaScreen SSBct-PriA binding, biotinylated peptide; AID 1272365; 430,000 tested, 0.6% active; in the data active = inhibition mostly above about 37%, no sharp cut-off; inactive = mostly below about 20%;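 also: plate controls were negative control peptide for no effect and reference peptide for full effect; strong numbers were not always called active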
Anthrax LF inh2: blocks Bacillus anthracis lethal factor protease. inhibition, % at 10 µM. 360,000 tested, 0.12% active. P15917. AID 588501. multiplex microsphere protease cleavage assay, LF; also: plate controls were buffer without enzyme for full effect and enzyme alone for no effect
MazF activator: MazEF (E. coli) toxin RNase activation | activation, % at 20 µM | 350,000 tested, 0.32% active | FAM/BHQ RNA-DNA oligo cleavage fluorescence, 5 h | AID 504720 | P0AE70; in the data active = activation above about 50%
Target sequence (P0AE70 whole entry, looked up): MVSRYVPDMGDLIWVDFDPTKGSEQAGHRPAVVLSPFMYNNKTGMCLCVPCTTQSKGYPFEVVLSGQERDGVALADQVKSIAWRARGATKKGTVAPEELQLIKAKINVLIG
BoNT-A LC inh2: BoNT A light chain protease inhibition | multiplex microsphere protease substrate cleavage, flow cytometry | inhibition, % at 10 µM | 360,000 tested, 0.17% active | AID 588499; also: plate controls were buffer without enzyme for full effect and enzyme alone for no effect
CCHF vOTU inh: CCHFV vOTU protease inhibition; Pep-AMC fluorescence; inhibition, % at 11.5 µM; 370,000 tested, 0.55% active; in the data active = inhibition above about 30%; also: 0% = vehicle wells with enzyme and 100% = no enzyme wells
PrPC TRFRET: reduces human prion protein on the cell surface. cell surface PrPC, TR-FRET read-out. inhibition, % at 13.8 µM. P04156. 370,000 tested, 0.43% active; in the data active = inhibition above about 24%; also: 0% = median of the test wells and 100% = reference compound wells
Rv3671c protease: Rv3671c (M. tuberculosis) protease inhibition; P9WHR9; inhibition, % at 5.96 µM; 320,000 tested, 0.048% active; AID 2606; in the data active = inhibition above about 38%;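 also: extracellular domain of Rv3671c used as enzyme; 0% = enzyme with DMSO and 100% = no enzyme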
Target sequence (P9WHR9 whole entry, looked up, the tested form may be a part): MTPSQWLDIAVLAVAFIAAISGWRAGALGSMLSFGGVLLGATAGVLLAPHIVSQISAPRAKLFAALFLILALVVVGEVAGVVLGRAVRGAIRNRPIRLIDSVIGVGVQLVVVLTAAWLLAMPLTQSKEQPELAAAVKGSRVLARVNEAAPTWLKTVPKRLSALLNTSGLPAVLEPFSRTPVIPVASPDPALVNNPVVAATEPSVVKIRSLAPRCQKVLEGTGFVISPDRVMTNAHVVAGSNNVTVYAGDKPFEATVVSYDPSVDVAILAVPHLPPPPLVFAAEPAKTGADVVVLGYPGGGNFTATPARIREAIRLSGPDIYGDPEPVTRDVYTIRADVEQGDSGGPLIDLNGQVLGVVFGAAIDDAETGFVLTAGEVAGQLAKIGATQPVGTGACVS
BoNT-F LC inh: blocks Botulinum neurotoxin F light chain protease; Multiplex microsphere protease cleavage assay, flow cytometry; inhibition, % at 10 µM; 360,000 tested, 0.22% active; in the data active = inhibition above about 35%, passing the limit was not always enough; inconclusive = no clear call, values can overlap the other calls; also: plate controls were buffer without enzyme for full effect and enzyme alone for no effect
SARS 3CLpro inh: SARS-CoV 3CLpro protease inhibition | inhibition, % at 6 µM | recombinant SARS-CoV 3CLpro, quenched FRET peptide cleavage | AID 1706 | 290,000 tested, 0.14% active; in the data active = inhibition above about 12%
DUSP3 inh: blocks human VHR1 dual specificity phosphatase; AID 1654; recombinant VHR phosphatase, pNPP absorbance; P51452; 290,000 tested, 0.52% active; inhibition, % at 13.3 µM; in the data active = inhibition above about 50%; also: some compounds called inactive have numbers as strong as hits
Target sequence (P51452 whole entry, looked up): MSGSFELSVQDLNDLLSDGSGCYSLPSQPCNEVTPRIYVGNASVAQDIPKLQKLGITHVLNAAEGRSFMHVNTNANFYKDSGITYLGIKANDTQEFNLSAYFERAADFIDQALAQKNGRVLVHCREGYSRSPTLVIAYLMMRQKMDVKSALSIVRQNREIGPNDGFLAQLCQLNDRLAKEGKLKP
The depositor's hits bear a star; ? = inconclusive; . = not tested or not shown. Rule as the data show it, unless noted: active = inhibition above about 30%; inconclusive = no clear call, values can overlap the other calls; inactive = below that.

compound	SSB-PriA inh	Anthrax LF inh2	MazF activator	BoNT-A LC inh2	CCHF vOTU inh	PrPC TRFRET	Rv3671c protease	BoNT-F LC inh	SARS 3CLpro inh	DUSP3 inh
O=C(NCc1cccs1)C1CCC(=O)N1C1CCCCC1 (configuration not stated)	-0.7	-0.8	0.2	1.1	0.3	5.5	-10.0	2.4	0.2	21.9
COc1ccc(C(=O)NN/C(C)=C/C(=O)c2ccccc2)cc1	.	2.0	0.8	-2.8	-2.0	-4.0	3.1	?	1.6	30.0
C=CC[N+](C)(C)c1ccc(CCC(=O)CCc2ccc([N+](C)(C)CC=C)cc2)cc1	-6.8	-3.7	5.6	0.0	0.9	9.8	8.1	-7.5	.	.
Cc1ccc(S(=O)(=O)N2CCC(NC(=O)C3CCCCC3)CC2)cc1	-4.6	5.2	1.4	1.2	-11.1	-0.1	2.9	2.3	0.5	24.8
COc1ccc(N2CCN(C(=O)CSc3nnc(-c4cccnc4)n3-c3ccccc3)CC2)cc1	5.9	0.7	0.2	-0.4	10.6	1.9	1.4	-22.4	-6.0	22.3
COc1cccc(C(C)(O)c2nc(-c3ccc(OC)nc3)cs2)c1 (configuration not stated)	.	1.3	.	0.0	5.9	0.5	.	-0.2	.	.
CCCCCCSC1=C(C#N)C(c2ccccc2)CC(=O)N1 (configuration not stated)	5.2	1.8	1.0	0.4	10.4	0.6	0.6	-2.6	7.7	-4.6
CCc1ccc(CN(C)C(=O)CCc2nnc(CCc3cccc(OC)c3)o2)nc1	2.7	-1.1	-25.2	-0.5	-12.1	-0.6	5.4	-6.0	-1.1	20.8
Cc1ccc(NC(=O)CSC2=C(C#N)C(c3ccco3)CC(=O)N2)cc1 (configuration not stated)	-7.2	-1.2	-3.4	0.1	0.7	9.1	-1.1	2.1	-4.0	-4.0
Cc1cccc(N2C(=O)C3C4C=CC(C4)C3C2=O)c1 (configuration not stated)	-14.4	-3.2	-4.4	-0.3	-4.0	-1.5	-5.2	-0.3	2.0	36.1
CC(C)CNC(=O)N[C@@H](CC(C)C)C(=O)O	3.8	6.3	2.5	0.5	-6.4	0.0	0.4	-2.5	1.4	2.5
CCOC(=O)C1(Cc2cccc(OC)c2)CCCN(Cc2c(C)nn(C(C)C)c2C)C1 (configuration not stated)	0.3	6.2	5.1	0.6	10.8	1.4	2.5	1.3	2.2	5.0
CC(=O)Nc1sc2c(c1CN1CCN(c3ccc(F)cc3)CC1)CCCC2	-8.0	-8.3	1.4	-1.9	16.3	2.7	0.4	-12.5	0.1	-0.2
CCOC(=O)C1CCN(c2nc3ccccc3nc2C(C#N)C(=O)OC(C)C)CC1 (configuration not stated)	-14.2	4.9	351.3*	6.4	4.0	4.2	-3.3	20.9	0.1	-22.8
COc1cc(-c2nnc(SCC(=O)N(C)C3CCS(=O)(=O)C3)o2)cc(OC)c1OC (configuration not stated)	-0.4	5.7	0.8	0.1	-16.4	-12.6	1.5	-0.8	3.6	-20.6

Continued.
compound	SSB-PriA inh	Anthrax LF inh2	MazF activator	BoNT-A LC inh2	CCHF vOTU inh	PrPC TRFRET	Rv3671c protease	BoNT-F LC inh	SARS 3CLpro inh	DUSP3 inh
COc1cc(C2C(C#N)=C(C)NC3=C2C(=O)CC(C)(C)C3)ccc1OCCO (configuration not stated)	1.8	4.9	1.6	0.5	5.6	3.0	7.7	1.1	-7.9	13.9
COc1ncnc2c1NC(=O)CS2	-14.3	-0.8	3.4	0.5	2.5	-5.6	1.1	4.7	-7.2	17.4
O=C1NC(=O)C(c2ccccc2)(c2ccccn2)N1 (configuration not stated)	-2.9	-1.1	6.3	0.0	10.3	-12.1	.	-4.4	.	.
O=C(NC1CCS(=O)(=O)C1)c1cccc(S(=O)(=O)N2CCCC2)c1 (configuration not stated)	6.3	-0.6	1.7	-0.3	-3.3	5.6	8.2	2.9	-1.1	14.9
CC1CN(Cc2ccccc2)c2nc3c(c(=O)n(CC(N)=O)c(=O)n3C)n2C1 (configuration not stated)	0.7	-0.7	-15.7	0.5	11.4	8.0	-0.7	3.8	2.0	39.1
COc1ccc(CCNC(=O)c2ccco2)cc1OC	-13.5	-1.5	-15.3	-0.4	-1.5	2.8	0.9	-0.8	2.4	34.0
CCN(CC)c1ccc(/C=C(/C#N)C(=O)NCc2ccccc2)o1	-13.2	-0.8	-404.0	0.2	24.3	-38.8	0.1	3.1	-1.6	-10.0
NC(=O)N/N=C/c1sc(N2CCCCC2)nc1-c1cccs1	.	-9.6	9.2	4.9	1.6	7.8	-9.2	-17.3	.	.
O=C1CC2(CCCC2)CC(=O)N1c1ccccc1	-9.5	-2.3	9.9	-0.9	5.7	-3.0	2.3	-3.4	-1.0	8.5
CCC(C)NC(=O)N1c2ccccc2Sc2ccccc21 (configuration not stated)	7.8	7.1	9.1	?	-2.7	-1.6	-4.6	?	1.4	-2.8
CCn1c(/C=C/c2ccccc2)nc2ccccc21	-47.3	-2.8	-0.8	1.2	-58.7	4.9	0.2	9.3	-3.4	19.7
COc1ccc2[nH]c(=S)cc(C)c2c1	-4.3	11.7	2.5	-4.4	-18.1	1.0	5.2	?	4.4	4.8
COc1ccc(NC(=O)CC2C(=O)N(c3ccc(F)cc3)C(=S)N2NC(=O)c2ccccc2)cc1 (configuration not stated)	-4.7	-1.3	-3.4	-1.5	-1.9	-6.3	-3.5	2.9	3.7	8.4
CCOC(=O)c1c(C)[nH]c(C(=O)OCC(=O)Nc2sccc2C(N)=O)c1C	-12.4	0.3	-16.8	-3.5	-8.7	33.1*	-47.2	-9.3	.	.
COC(=O)C(Cc1ccccc1)N1CCS(=O)(=O)CC1 (configuration not stated)	1.4	-2.8	2.7	-1.8	-10.6	6.1	2.1	-4.7	-1.4	36.1

Other structures follow.
compound	SSB-PriA inh	Anthrax LF inh2	MazF activator	BoNT-A LC inh2	CCHF vOTU inh	PrPC TRFRET	Rv3671c protease	BoNT-F LC inh	SARS 3CLpro inh	DUSP3 inh
Cc1cc(N)ccc1S(C)(=O)=O	2.9	-0.4	6.9	-0.8	2.6	-0.4	-5.7	-1.6	-0.7	13.2
COc1cccc(C(=O)Nc2ccccc2N2CCCC2)c1	-2.1	-6.8	11.4	0.8	19.2	-5.9	-8.1	-2.4	2.6	-1.3
CCCC(c1nnnn1CC1CCCO1)N1CCN(c2ccccc2)CC1 (configuration not stated)	-5.8	-10.1	2.2	0.4	-13.5	0.4	-7.2	-0.6	-1.4	26.3
O=C(CCC(=O)N(CC(=O)NC1CCCC1)C1CCCC1)Nc1ccccn1	-12.8	?	15.0	?	-3.4	4.3	2.6	?	-2.9	11.7
Cc1ccc(-c2cc(C(=O)NC3CCCC3)no2)cc1	-12.1	-7.2	-6.1	0.7	-14.4	4.5	-3.2	4.3	-1.4	-19.2
COc1cc2c(cc1OC)CN(C(=O)c1cccc(S(=O)(=O)N3CCc4ccccc43)c1)CC2	-5.4	-2.7	0.6	-0.3	4.0	2.5	-9.7	0.3	.	.
Cc1oc(-c2ccccc2F)nc1CS(=O)CC(=O)NCc1ccccn1 (configuration not stated)	-11.5	1.7	-29.7	1.1	7.4	-8.6	0.5	-0.6	-2.1	23.9
COc1ccccc1NC(=O)COC(=O)C1CCCC1	-19.2	-5.6	6.5	-0.2	-10.7	1.8	-1.8	-4.0	.	.
Cc1ccccc1-n1nc2c(c1NC(=O)c1ccc(Br)o1)CSC2	-9.1	7.3	0.0	0.9	.	.	-17.6	7.5	-2.0	17.1
COc1ccc(-c2c(C)oc3c(CN4CCOCC4)c(O)ccc3c2=O)cc1	-13.2	-1.1	-1.5	-0.3	-92.9	-0.6	10.9	-0.1	0.5	23.3
C(=N\n1cnnc1)/c1cn(Cc2ccccc2)c2ccccc12	.	4.8	14.8	0.0	28.3	6.8	-16.0	0.2	4.0	29.0
Cc1nnc(NCC=Cc2ccccc2)s1	.	2.9	.	0.6	6.3	-1.2	.	-4.4	.	.
COc1cc(C(=O)NC2CCN(C)CC2)ccc1Nc1ncc2c(n1)N(C1CCC(O)CC1)CCC(=O)N2C (configuration not stated)	-5.3	2.1	7.6	0.0	.	.	1.0	-6.5	.	.
Cc1cccc(N2CCN(C(=O)c3ccc(CS(=O)Cc4cccc(Cl)c4)o3)CC2)c1C (configuration not stated)	8.6	0.3	0.2	-0.2	7.3	-2.8	-4.7	0.1	5.2	-25.6
CC1CN(S(=O)(=O)Cc2ccccc2)CC(C)O1 (configuration not stated)	-4.0	-1.4	-16.2	-0.6	-16.2	4.5	-0.9	-6.4	-1.3	-20.8

Complete entries, looked up by structure. Screens in order: SSB-PriA inh	Anthrax LF inh2	MazF activator	BoNT-A LC inh2	CCHF vOTU inh	PrPC TRFRET	Rv3671c protease	BoNT-F LC inh	SARS 3CLpro inh	DUSP3 inh
`COc1ccc(-c2c(C)oc3c(CN4CCOCC4)c(O)ccc3c2=O)cc1` across the screens: -13.2	-1.1	-1.5	-0.3	-92.9	-0.6	10.9	-0.1	0.5	23.3
`CC1CN(S(=O)(=O)Cc2ccccc2)CC(C)O1` (configuration not stated) across the screens: -4.0	-1.4	-16.2	-0.6	-16.2	4.5	-0.9	-6.4	-1.3	-20.8

Next part:
compound	SSB-PriA inh	Anthrax LF inh2	MazF activator	BoNT-A LC inh2	CCHF vOTU inh	PrPC TRFRET	Rv3671c protease	BoNT-F LC inh	SARS 3CLpro inh	DUSP3 inh
COc1cc(OC)cc(-c2nnc(NC(=O)CCS(=O)(=O)c3ccc(F)cc3)o2)c1	3.4	4.6	3.3	-1.4	1.9	9.1	3.5	9.6	.	.
CC(=O)Nc1ccccc1NC(=O)COc1cccc2ccccc12	-5.2	-3.3	0.1	-1.6	19.2	-0.5	-7.6	2.9	-3.1	1.2
O=C1Cc2cccc(=O)c(O)c2C(=O)O1	.	2.6	-50.5	-0.1	12.3	-4.3	.	3.4	.	.
CC(=O)N1CCN(c2ccccc2NC(=O)c2cc3ccccc3o2)CC1	-5.8	-0.4	5.1	0.8	-0.1	-5.1	-5.1	-1.4	-1.8	-5.4
C=CC1=CCN(S(=O)C(C)(C)C)[C@H]1CCO (some centres not stated)	4.3	-10.1	-2.4	0.1	-2.6	7.2	.	0.5	.	.
CCOc1cc(C(=S)N2CCOCC2)ccc1OC(=O)c1cc(OC)c(OC)c(OC)c1	-6.9	1.1	-10.3	0.4	-6.5	-6.7	-4.9	11.5	-4.2	8.5
COc1cc2cc(C(=O)N3CCOCC3)cc(-c3ccc(C)cc3)c2cc1OC	0.4	-6.3	0.0	-0.7	-1.5	17.8	-4.3	0.4	1.8	5.2
COc1ccc(CN(CC2CCC(C(=O)O)CC2)C(=S)Nc2ccccc2OC)cc1 (configuration not stated)	-4.7	1.0	-5.0	-0.6	-4.5	-3.9	-0.3	-1.7	1.2	11.6
O=C(OCC(=O)N1CCc2ccccc21)c1cccc(S(=O)(=O)N2CCCc3ccccc32)c1	-16.0	1.1	-17.3	0.5	-9.1	5.6	-14.1	6.2	5.8	-10.1
Cc1c(Cl)cccc1NC(=S)N1CCN(Cc2ccc3c(c2)OCO3)CC1	-8.3	0.9	21.3	0.4	-0.7	3.8	3.1	4.9	3.5	2.9
COC(=O)C1=C(C)NC(C)=C(C(=O)OC)C1c1ccc(NC(C)=O)cc1	2.8	1.1	10.1	-0.1	-11.2	1.4	-4.6	-0.8	-3.9	3.5

Only BoNT-A LC inh2, Anthrax LF inh2 and BoNT-F LC inh (5 entries from above):
mol	BoNT-A LC inh2	Anthrax LF inh2	BoNT-F LC inh
COc1ccc(C(=O)NN/C(C)=C/C(=O)c2ccccc2)cc1	-2.8	2.0	?
COc1cc(OC)cc(-c2nnc(NC(=O)CCS(=O)(=O)c3ccc(F)cc3)o2)c1	-1.4	4.6	9.6
O=C(NCc1cccs1)C1CCC(=O)N1C1CCCCC1 (configuration not stated)	1.1	-0.8	2.4
C=CC[N+](C)(C)c1ccc(CCC(=O)CCc2ccc([N+](C)(C)CC=C)cc2)cc1	0.0	-3.7	-7.5
CC(=O)Nc1sc2c(c1CN1CCN(c3ccc(F)cc3)CC1)CCCC2	-1.9	-8.3	-12.5

Only part of the results is shown; the hit share may differ from the screen's.
